Source: PubChem (several laboratories)
AddAB inh = less growth of phage-infected E. coli with AddAB; E. coli expressing H. pylori AddAB, absorbance growth; inhibition, % at 11.9 µM; 0.29% of 330,000 active; AID 435030; in the data active = inhibition above about 12%;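 note: 0% = vehicle wells of infected cells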
HTR5A inv ag = inverse agonist of human HTR5A in OPRM1-OPRD1 counter-screen; HTR5A cell line, luminescence, inverse agonism; AID 504634; P47898; 0.083% of 340,000 active; inhibition, % at 9.3 µM; in the data active = inhibition mostly above about 23%, no sharp cut-off; inactive = mostly below about 18%;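 note: 0% = cells with DMSO and 100% = no-cell wells with DMSO; some compounds called inactive have numbers as strong as hits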
Target sequence (P47898 whole entry, looked up): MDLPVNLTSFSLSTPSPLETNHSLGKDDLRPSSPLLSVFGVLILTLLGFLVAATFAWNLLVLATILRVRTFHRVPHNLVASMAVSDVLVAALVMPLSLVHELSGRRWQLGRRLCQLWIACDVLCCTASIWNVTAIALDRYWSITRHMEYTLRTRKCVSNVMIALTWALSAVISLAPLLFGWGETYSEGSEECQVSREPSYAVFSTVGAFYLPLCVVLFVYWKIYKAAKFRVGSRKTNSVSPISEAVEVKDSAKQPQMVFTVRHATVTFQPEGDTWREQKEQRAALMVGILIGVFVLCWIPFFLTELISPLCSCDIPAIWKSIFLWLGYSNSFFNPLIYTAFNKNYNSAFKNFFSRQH
DSG3 Ab inh = inhibitors of pemphigus antibody binding to human desmoglein-3 | P32926 | DSG3-coupled beads, scFv-anti-DSG3-GFP binding, flow cytometry; stronger effect = lower value | binding (percent of control), % at 10 µM | 0.48% of 310,000 active;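 active = binding more than 3 SD below its plate's average and above zero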;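 note: hits lower antibody fragment binding to DSG3; some compounds called inactive have numbers as strong as hits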
SUMO Mot1 rescue = inhibitors of SUMOylation pathway: yeast Mot1-301 growth rescue. S. cerevisiae Mot1-301 growth rescue, ATP luminescence, 38.5C; percent above DMSO median, 100 means doubled. growth rescue, % at 18.8 µM. 1% of 320,000 active;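 active = every valid replicate shows activation above 250% relative to neutral control wells; inactive = the rest, any valid replicate at or below 250%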;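 note: OY570 slx delta 5 strain wells were the positive control but not used for scaling; some compounds called inactive have numbers as strong as hits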
OPRM1-OPRD1 ag = agonists of human mu-delta opioid receptor heterodimerization | activation, % at 9.3 µM | 0.3% of 340,000 active | cells, OPRM1-OPRD1 heterodimerization, luminescence | AID 504326 | P35372+P41143; in the data active = activation above about 18%;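 note: 0% = vehicle-treated cells and 100% = reference agonist; values of inactives mirror those of a sister screen read the other way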
PfHsp90 set2 = inhibits growth of yeast expressing Plasmodium falciparum Hsp90. S. cerevisiae expressing PfHsp90, BacTiter-Glo ATP, 48 h; yeast lacking PDR1 and PDR3 efflux regulators. inhibition, % at 9.4 µM. 0.32% of 310,000 active. AID 504621;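 active = every replicate shows inhibition above about 80%, whatever the replicate mean, limit read from the data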;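 note: 0% = DMSO neutral controls and 100% = 20 µM radicicol positive controls; yeast relying on Plasmodium falciparum Hsp90 in place of its own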
phage Ecoli inh = E. coli growth loss with phage present. growth absorbance. inhibition, % at 11.9 µM. 0.26% of 360,000 active; in the data active = inhibition above about 11%
HTR5A ag ctr = counter-screen for OPRM1-OPRD1 agonists: human HTR5A agonism | P47898 | HTR5A agonist assay, luminescence, cell-based | activation, % at 9.3 µM | 0.61% of 340,000 active; in the data active = activation mostly above about 9.5%, no sharp cut-off; inactive = mostly below about 7.6%;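 note: 0% = cells with vehicle only and 100% = reference agonist; strong numbers were not always called active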
MOR-DOR inv ag = inverse agonists of human mu-delta opioid receptor heterodimerization; 0.21% of 340,000 active; cell-based MOR-DOR heterodimer luminescence, inverse agonism; inhibition, % at 9.3 µM; in the data active = inhibition above about 22%, passing the limit was not always enough;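 note: 0% = cells with DMSO and 100% = wells without cells with DMSO; values of inactives mirror those of a sister screen read the other way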
E coli growth = counter-screen for AddAB inhibitors: E. coli growth inhibition; AID 449728; E. coli V3065 growth, OD600 absorbance, 18 h; 0.27% of 330,000 active; inhibition, % at 11.9 µM;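 active = inhibition above the campaign's mean inhibition across all tested compounds plus 3 SD, cut at about 9.9% in these data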;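 note: uninfected addAB+ strain grown without phage in ampicillin broth; 0% = DMSO wells and 100% = ciprofloxacin 0.95 µg/ml wells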
PKA-R1A act = activates the PKA-R1A holoenzyme complex; P00514+P68181; PKA-R1A dissociation, Cy5-IP20 fluorescence polarization; scaled: DMSO 0%, 113 µM cGMP 100%; activation, % at 11.4 µM; 0.083% of 340,000 active;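 active = percent activation above the mean of all tested compounds plus 3 SD, cut at about 19% in these data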;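 note: higher means more PKAc released from R1A so a rise in polarization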
Starred values were filed as active, the others as inactive; . = no result given.

cpd	canonical_smiles	AddAB inh	HTR5A inv ag	DSG3 Ab inh	SUMO Mot1 rescue	OPRM1-OPRD1 ag	PfHsp90 set2
1	COc1ccccc1NC(=O)c1ccc(SCC(=O)NCc2ccccc2Cl)c([N+](=O)[O-])c1	1.3	-6	95	-5	-1.6	-19
2	CC(C)(C)c1cc(CCC(=O)N2CCC2)cc(C(C)(C)C)c1O	0.9	5	114	-13	0.7	7
3	CCOC(=O)C(C(=O)Cc1ccccc1)c1ccccc1 (configuration not stated)	.	-13	124	.	-2.4	20
4	O=S(=O)(c1cccc(-c2n[nH]c(=S)n2-c2ccccc2Cl)c1)N1CCOCC1	-0.2	13	127	147	-2.8	-5
5	Cn1nnnc1SCC(=O)NC1CCCC1	-0.2	10	110	93	0.0	-10
6	COc1cc(OC)cc(C(=O)NNC(=S)NC(=O)c2cccnc2)c1	-6.4	4	105	-7	-5.2	-2
7	CCOC(=O)C(C)Sc1nnc(NC(=O)c2ccc(C)c([N+](=O)[O-])c2)s1 (configuration not stated)	1.6	9	93	5	-1.0	-5
8	O=C(NCCN1CCOCC1)c1cccc(Cl)c1	2.8	-4	125	287	-1.0	.
9	Cc1cc(CN2CCCC(CO)(Cc3cccc(Cl)c3)C2)n[nH]1 (configuration not stated)	0.0	1	108	1	2.0	12
10	S=C(NC1CCCC1)N1CCN(C/C=C/c2ccccc2)CC1	1.7	-26	112	-11	2.8	24
11	C=CCNC(=O)COC(=O)c1nc2nccc(C)n2n1	-0.9	-10	105	6	-1.0	28
12	O=C(O)c1ccc(COc2ccc3c(c2)CCC3)cc1	-0.7	2	101	0	-2.1	-17

cpd	phage Ecoli inh	HTR5A ag ctr	MOR-DOR inv ag	E coli growth	PKA-R1A act
1	-0.7	2	9	-0.4	-8
2	2.7	-2	-3	-0.9	0
3	1.9	3	11	.	5
4	0.6	-3	14	-1.6	-6
5	1.4	-4	0	0.9	2
6	-2.7	2	27	-7.8	-7
7	-1.2	1	5	3.4	-6
8	1.9	-1	6	-0.2	-2
9	-0.1	1	-14	-3.2	-6
10	4.0	9	-20	2.9	5
11	2.2	10	5	-0.8	-14
12	3.1	-1	11	-0.5	-4

Carrying on.
cpd	canonical_smiles	AddAB inh	HTR5A inv ag	DSG3 Ab inh	SUMO Mot1 rescue	OPRM1-OPRD1 ag	PfHsp90 set2
13	Cc1cc(C(=O)NNC(=S)NCC(C)C)cs1	3.7	-10	102	-5	-1.9	-2
14	Cc1cccc(C(=O)OC(C)CN2CCOCC2)c1 (configuration not stated)	-0.1	8	101	4	-0.1	-19
15	CCOC(=O)c1c(-c2cccc([N+](=O)[O-])c2)csc1NC(=O)CCCOc1ccccc1	1.0	12	.	-11	-0.4	10
16	O=C(O)C1=NN(c2cc(Cl)c(S(=O)(=O)O)cc2Cl)C(=O)C1	.	-4	96	.	-2.4	-14
17	O=S(=O)(c1ccc2c(c1)OCCO2)N1CCN(Cc2ccccc2)CC1	0.5	-14	115	329	-0.7	-6
18	Cc1ccc(-c2c[n+](Cc3ccc(Cl)c(Cl)c3)c3n2CCC3)cc1	3.3	-12	102	-8	-0.7	1
19	CCCCC(=O)Nc1ccc2oc(-c3cccnc3)nc2c1	-0.3	12	.	-7	-2.6	11
20	NC(=O)c1cc(C(=O)c2ccc(Cl)cc2)c[nH]1	3.7	6	107	8	-1.4	-1
21	N#Cc1ccccc1OCC(=O)NC1CCCCC1	-0.5	-6	121	-5	-3.1	-1
22	Cc1ccc(NC(=O)Cn2nc(C)c3ccccc3c2=O)cc1	1.0	12	94	369*	-3.1	30
23	Cc1ccc2c(c1)cc1c(=O)n(CC(=O)NCCN3CCCC3)nc(C)n12	1.4	-5	99	121	-2.7	5
24	CC(CC(=O)Nc1ccc(S(=O)(=O)N2CCOCC2)cc1)c1ccccc1 (configuration not stated)	2.5	0	95	-14	-1.6	2

cpd	phage Ecoli inh	HTR5A ag ctr	MOR-DOR inv ag	E coli growth	PKA-R1A act
13	2.7	-3	10	0.2	-4
14	1.0	-3	0	-1.0	4
15	4.6	7	2	1.7	-7
16	-0.5	1	12	.	-17
17	2.0	14*	4	2.2	2
18	1.2	1	4	1.8	-4
19	3.6	-5	11	-5.6	-2
20	5.8	-2	8	1.9	-3
21	2.1	1	16	-1.2	-8
22	1.5	-4	17	-0.4	-1
23	.	1	15	-0.8	1
24	1.6	0	8	-0.2	-12

Entries listed so far that contain a thiophene ring, fused or not:
cpd	canonical_smiles	AddAB inh	HTR5A inv ag	DSG3 Ab inh	SUMO Mot1 rescue	OPRM1-OPRD1 ag	PfHsp90 set2
13	Cc1cc(C(=O)NNC(=S)NCC(C)C)cs1	3.7	-10	102	-5	-1.9	-2
15	CCOC(=O)c1c(-c2cccc([N+](=O)[O-])c2)csc1NC(=O)CCCOc1ccccc1	1.0	12	.	-11	-0.4	10

cpd	phage Ecoli inh	HTR5A ag ctr	MOR-DOR inv ag	E coli growth	PKA-R1A act
13	2.7	-3	10	0.2	-4
15	4.6	7	2	1.7	-7

Other structures follow:
cpd	canonical_smiles	AddAB inh	HTR5A inv ag	DSG3 Ab inh	SUMO Mot1 rescue	OPRM1-OPRD1 ag	PfHsp90 set2
25	CC(=O)Nc1ccc2c(c1)n(C)c(=O)n2C	0.5	-43	93	-17	0.9	.
26	CCOC(=O)c1sc2nc(SC)nc(-c3ccc(Cl)cc3)c2c1N	0.4	-17	.	209	-0.3	68
27	Cc1ccc(-c2csc(=S)n2CC(=O)OCC(=O)NC(C)C(C)C)cc1 (configuration not stated)	1.4	0	106	0	1.2	11
28	O=C(CN(c1cccc(C(F)(F)F)c1)S(=O)(=O)c1ccccc1)N1CCOCC1	0.7	-3	.	6	-0.9	-14
29	c1ccc(CCNc2ccc3nncn3n2)cc1	-0.2	-11	102	-1	-3.5	7
30	O=C(NC(=O)c1ccccc1)NC(=O)c1ccccc1	4.3	9	.	304	-4.3	-25
31	O=C(CN1CCCCCC1)Nc1ccc(Br)cc1Br	2.2	11	.	-9	4.5	2
32	O=C(Cn1nnc(-c2ccccc2Cl)n1)N1CCN(S(=O)(=O)c2ccc(Cl)cc2)CC1	-0.5	-11	102	-1	0.6	-20
33	CCC/C(=C1/c2ccccc2C(=O)N1c1ccccc1)c1ccc2c(c1)OCO2	2.4	-33	104	-1	4.1	-7
34	CN1CCN(CC(O)COCc2ccc3c(c2)OCO3)CC1 (configuration not stated)	-0.8	-9	105	12	-1.4	-8
35	CCCCNC(=O)Cc1cc(=O)[nH]c(=O)[nH]1	-0.3	-29	100	-3	-0.2	12
36	COc1ccc(C(=O)OCC(=O)Nc2ccc(OC(F)F)cc2)c(OC)c1	0.7	-1	97	.	0.4	-10

cpd	phage Ecoli inh	HTR5A ag ctr	MOR-DOR inv ag	E coli growth	PKA-R1A act
25	4.2	-3	-5	-1.5	-5
26	2.8	2	2	1.8	-3
27	-0.7	2	-7	1.8	5
28	0.6	-4	6	0.4	3
29	0.2	4	18	0.2	-7
30	3.5	-4	18	4.3	-2
31	2.0	3	-27	-2.7	-1
32	1.3	6	-4	-0.7	12
33	1.4	12	-24	-0.8	-1
34	1.0	7	8	1.4	5
35	3.3	-2	1	1.2	-5
36	4.7	0	-2	-3.6	-5

Carrying on:
cpd	canonical_smiles	AddAB inh	HTR5A inv ag	DSG3 Ab inh	SUMO Mot1 rescue	OPRM1-OPRD1 ag	PfHsp90 set2
37	COc1ccc(NC(=O)N2CCc3ccccc3C2)c(OC)c1	-1.4	12	105	-4	-1.4	-12
38	Cc1cc(/C=N/Nc2ncnc(N)c2[N+](=O)[O-])c(C)n1-c1ccccc1	2.0	-9	89	9	0.1	-24
39	COc1ccc2c(c1)c(=O)oc1c(C)c(OCc3ccc(C(=O)O)cc3)ccc12	-0.1	19	.	14	-2.7	-11
40	COc1ccc(C2c3ccc(O)cc3Oc3ncn4nc(-c5ccccn5)nc4c32)cc1 (configuration not stated)	1.7	-17	87	49	16	2
41	c1ccc(CNc2c3ccccc3nc3ccccc23)cc1	1.1	5	93	1	22*	1
42	O=C1CCN(c2ccc([N+](=O)[O-])cc2F)CC1	0.4	2	.	-3	-2.7	-2
43	CCC(C)NC(=O)COc1ccc(S(=O)(=O)N2CCOCC2)cc1 (configuration not stated)	0.2	6	99	83	-2.8	-29
44	O=C(/C=C/c1ccccc1)N/C(=C/c1ccccc1)C(=O)Nc1cccc(C(=O)O)c1	3.3	-20	102	-7	-2.6	13
45	Cc1cccc(N2CCN(C(c3cccs3)c3nnnn3C(C)(C)C)CC2)c1C (configuration not stated)	3.6	-15	108	260	1.7	-6
46	O=C(CCc1ccc(O)cc1)c1c(O)cc(O)cc1O	4.9	5	110	-12	-1.2	-11
47	Cc1cccc(C(=O)N2CCN(S(=O)(=O)N3CCCCC3)CC2)c1	-2.9	19	.	319	-0.8	-14
48	CC(C)C(=O)Nc1ccc([N+](=O)[O-])c(C(F)(F)F)c1	-1.1	-21	82	10	2.0	0
49	COc1ccc(-c2cc(C(=O)NCc3cccnc3)no2)cc1OC	4.3	2	104	17	0.3	.

cpd	phage Ecoli inh	HTR5A ag ctr	MOR-DOR inv ag	E coli growth	PKA-R1A act
37	0.4	-1	8	-0.4	-1
38	4.5	2	0	-0.1	6
39	.	-5	13	-0.7	-6
40	2.6	12*	-80	0.1	-4
41	3.4	-1	-122	2.1	5
42	1.9	-1	12	1.5	-12
43	-0.3	-2	16	-1.1	4
44	4.3	-1	13	2.0	5
45	1.2	6	-11	-0.8	-5
46	3.5	-2	6	-0.2	-8
47	1.2	-2	4	1.2	14
48	4.7	2	-11	-1.5	2
49	2.1	0	-2	0.6	0
